ELG1 repair inh = qHTS screen for small molecules that inhibit ELG1-dependent DNA repair in human embryonic kidney (HEK293T) cells expressing luciferase-tagged ELG1 | HEK293T ELG1-luciferase reporter, luminescence, 16 h; DNA damage induced by 5-fluorouridine | Potency, µM (titrated, usually from 46.1 µM), for the others: at the highest dose activity change, negative = inhibition, hits mostly inhibitors | 330,000 compounds, 2.3% hits; also: potency is read from the fitted curve at half-maximal effect; % is scaled to controls: 0 for no effect and ±100 for the full control effect; nearly all actives have a fitted effect of over 55% in size
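In this reporter screen, reduction of luminescence relative to DMSO vehicle indicated activity. Compounds and 5-fluorouridine were added together to 2,000 cells per well, incubated for 16 hr at 37 °C, then developed with ONE-Glo.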
USP2a block = qHTS Assay for Inhibitors of Ubiquitin-specific Protease USP2a Using CHOP2 as the Reporter; Ubiquitin carboxyl-terminal hydrolase 2 (Homo sapiens), O75604; USP2 core, Ub-CHOP2 coupled fluorogenic reporter, 485/531; Potency, µM (highest dose often 38.3 µM), inactives show top-dose activity change, negative = inhibition, most hits filed as inhibitors; 330,000 compounds, 0.01% hits; AID 463254, 2010;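 also: potency is read from the fitted curve at half-maximal effect; plate controls were DMSO wells for no effect and full inhibition by NEM control for full effect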
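Cell-free coupled assay: 10nM USP2 core preincubated 30min RT with compound in Tris-HCl pH 8.0/CaCl2/CHAPS buffer, then 25nM Ub-CHOP2 and 25nM reporter substrate; fluorescence (Ex 485/Em 531) read after 60min RT, normalized to NEM inhibition, concentration-response curves fitted.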
Tb PFK inh = qHTS Assay to Find Inhibitors of T. brucei phosphofructokinase; T. brucei PFK, ADP-Glo luminescence; Potency, µM (series often up to 57.5 µM), for inactives: at the top dose activity, negative = inhibition, usual class: inhibitors; 330,000 compounds, 0.17% hits; ATP-dependent 6-phosphofructokinase (Trypanosoma brucei brucei), O15648;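 also: potency is read from the fitted curve at half-maximal effect; 0% = uninhibited 1x PFK enzyme wells and -100% = no-enzyme wells; nearly all actives have a fitted effect of over 60% in size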
Target sequence (O15648 whole entry, looked up): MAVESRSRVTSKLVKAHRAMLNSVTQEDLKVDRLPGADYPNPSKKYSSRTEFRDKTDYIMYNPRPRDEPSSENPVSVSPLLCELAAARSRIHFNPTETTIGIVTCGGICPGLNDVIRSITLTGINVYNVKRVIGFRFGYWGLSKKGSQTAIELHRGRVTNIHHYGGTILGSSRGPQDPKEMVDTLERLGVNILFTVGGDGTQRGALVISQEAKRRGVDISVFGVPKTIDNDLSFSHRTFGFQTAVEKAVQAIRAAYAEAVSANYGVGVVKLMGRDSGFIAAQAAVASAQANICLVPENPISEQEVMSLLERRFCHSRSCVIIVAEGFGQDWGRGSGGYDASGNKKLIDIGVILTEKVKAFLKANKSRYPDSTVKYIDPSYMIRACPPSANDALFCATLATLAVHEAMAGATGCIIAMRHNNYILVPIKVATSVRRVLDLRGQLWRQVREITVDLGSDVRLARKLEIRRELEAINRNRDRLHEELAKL
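In TEA buffer at pH 8.0 with 5 mM MgCl2, enzyme (1.25 nM) converted F6P (0.5 mM) and ATP (0.1 mM) for 45 min at room temperature. ADP product was read by luciferase luminescence.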
uPA generation = qHTS for Inhibitors of Cell Surface uPA Generation; cell surface uPA generation assay, qHTS; Potency, µM (doses to about 38.3 µM), for the others: top-dose activity change, negative = inhibition, usual class: inhibitors; 330,000 compounds, 0.31% hits; AID 540303, 2011; active = well fitted inhibition curve with a large enough effect; inconclusive = small, poorly fitted or top-dose-only effect; inactive = no such curve, though single readings can be large or run the other way; tested in mouse RAW 264.7 cells; also: potency is read from the fitted curve at half-maximal effect; % is scaled to controls: 0 for no effect and ±100 for the full control effect; nearly all actives have a fitted effect of over 55% in size
TSHR antag = Antagonists of the Thyroid Stimulating Hormone Receptor: HTS campaign; TSHR-expressing cells, TSH-stimulated cAMP HTRF, 2 h; stronger effect = lower value; Thyrotropin receptor (Homo sapiens), P16473; activity change, negative = inhibition, % at 11.5 µM; 330,000 compounds, 0.2% hits;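 active = activity change below a set negative limit, meaning inhibition stronger than a set level, cut at about -70% in these data; inconclusive = activity change between two set negative limits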; also: % is scaled to controls: 0 for no effect and ±100 for the full control effect
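Read-out is FRET at 665 nm (cryptate excitation 337 nm) from a cryptate-tagged anti-cAMP antibody, competed by cell cAMP against cAMP-d2. Compounds are tested on freshly harvested TSHR cells challenged with 4nM TSH (EC80) for 2 hours at 37 deg C.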
TSG101-PTAP inh = qHTS Assay for Iinhibitors of HIV-1 Budding by Blocking the Interaction of PTAP/TSG101 | Tumor susceptibility gene 101 protein (Homo sapiens), Q99816 | Fluorescence polarization, FITC-PTAP peptide / Tsg101 binding | Potency, µM (top dose mostly 115 µM), for the others: at the top dose activity change, negative = inhibition, most hits filed as inhibitors | 340,000 tested, under 10 active | AID 493005, 2010; active = well fitted inhibition curve with a large enough effect in the main read-out, with a control signal flat, not every such curve was filed as active; inconclusive = small, poorly fitted or top-dose-only effect, or effect the other way, or a change in a side signal; inactive = no such curve, though single readings can be large or run the other way; also: potency is read from the fitted curve at half-maximal effect; % of control where 0% means no effect
Target sequence (Q99816 whole entry, looked up): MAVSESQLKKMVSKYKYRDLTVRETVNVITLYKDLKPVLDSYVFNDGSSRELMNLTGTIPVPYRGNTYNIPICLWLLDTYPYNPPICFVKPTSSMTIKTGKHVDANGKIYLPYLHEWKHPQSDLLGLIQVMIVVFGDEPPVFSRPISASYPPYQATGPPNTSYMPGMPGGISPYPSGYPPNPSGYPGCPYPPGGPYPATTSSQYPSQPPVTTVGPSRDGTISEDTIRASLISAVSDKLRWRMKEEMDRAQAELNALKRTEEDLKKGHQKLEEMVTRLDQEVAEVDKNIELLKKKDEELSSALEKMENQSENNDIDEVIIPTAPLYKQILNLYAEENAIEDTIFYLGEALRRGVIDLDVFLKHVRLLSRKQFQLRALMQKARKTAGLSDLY
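FP read-out: FITC-PTAP peptide, 50 nM final, binding Tsg101 binding domain, 10 uM final; 20 min, r.t.; 10 mM HEPES pH 7.5, 0.15 M NaCl, 0.01% Tween 20, 3 mM EDTA, 0.1 mM TCEP.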
Chronic BCR inh = qHTS Assay to Find Inhibitors of Chronic Active B-Cell Receptor Signaling; ABC-DLBCL IkBa-CBG/CBR reporter, luminescence ratio, 4 h; Potency, µM (titrated, usually from 46.1 µM), for inactives: top-dose ratio change, negative = lower green/red ratio, most hits filed as inhibitors; 340,000 compounds, 0.05% hits; AID 493014, 2011; active = well fitted inhibition curve with a large enough effect in the signal ratio, with a control signal flat, not every such curve was filed as active; inconclusive = small, poorly fitted or top-dose-only effect, or effect the other way, or a change in a side signal; the % refers to the signal ratio;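 also: potency is read from the fitted curve at half-maximal effect; plate controls were basal doxycycline-induced cells for no effect and cells given 10 µM MG132 for full effect; MG132 reads +100%, hits lower the ratio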
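Cell line TMD8 (human ABC DLBCL), stably expressing tet-inducible CBG68-IkBa fusion and CBR; IMDM/0.5% FBS; cpd up to 46 uM; dox induction, 4 h, 37C/5% CO2; dual luminescence; green/red ratio; MG132 control.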
B2AR arrestin = qHTS assay of beta-arrestin-biased ligands of beta2-adrenergic receptor | Beta-2 adrenergic receptor (Homo sapiens), P07550 | beta-arrestin recruitment to beta2AR, cell-based reporter | Potency, µM (highest dose often 46.1 µM), without a hit: top-dose activation, hits mostly activators | 330,000 compounds, 0.02% hits | AID 492947, 2010;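 also: potency is read from the fitted curve at half-maximal effect; 0% = DMSO controls and full agonism = EC100 isoproterenol or metaproterenol; nearly all actives have a fitted effect of over 65% in size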
Mito fusion act = qHTS Assay for Small Molecule Inhibitors of Mitochondrial Division or Activators of Mitochondrial Fusion. Potency, µM (doses to about 46.1 µM), for the others: top-dose growth rescue (activation), hits mostly activators. S. cerevisiae fusion-defective mutant growth rescue, CellTiterGlo 48 h. 320,000 compounds, 0.23% hits;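 also: potency is read from the fitted curve at half-maximal effect; % of control where 0% means no effect; nearly all actives have a fitted effect of over 45% in size; temperature-sensitive fusion mutants such as fzo1-1 at 37 °C on non-fermentable ethanol glycerol medium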
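S. cerevisiae fusion-defective temperature-sensitive mutants (e.g. fzo1-1, mgm1-5) grown 48 h at 37C in YPEG (ethanol/glycerol non-fermentable) medium with 23 nl compound per well; growth rescue read as CellTiterGlo luminescence.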
Eya2 phos inh = qHTS Assay for Inhibitors of the Phosphatase Activity of Eya2 | recombinant Eya2, OMFP fluorescence dephosphorylation (OMFP is methylfluorescein phosphate) | Protein phosphatase EYA2 (Homo sapiens), O00167 | 330,000 compounds, 0.006% hits | AID 488837, 2010 | Potency, µM (titrated, usually from 76.9 µM), for the others: top-dose activity, negative = inhibition, most hits filed as inhibitors; also: potency is read from the fitted curve at half-maximal effect; % is scaled to controls: 0 for no effect and ±100 for the full control effect
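Eya2 protein (added as 0.2 uM solution) was preincubated with compound for 10 min at ambient temperature in 50 mM HEPES pH 7.5, 50 mM NaCl, 5 uM MgCl2, 0.05% BSA, 1 mM DTT. OMFP (added at 50 uM) then reacted 10 min; fluorescence read at 485/525 nm.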
TCR act = Activators of T cell receptors: qHTS campaign; primary human leukocytes, anti-CD3, IL-2 HTRF, 48 h; Potency, µM (series often up to 9.22 µM), for inactives: at the highest dose activation of IL-2 secretion, most hits filed as activators; 330,000 tested, under 10 active; also: % of control where 0% means no effect
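1) Mix primary human leukocytes, a-CD3 beads and compound. 2) Incubate 48 hr. 3) Add HTRF IL-2 reagents (a-IL-2-K, a-IL-2-d2).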
* = called active by the depositor; ? = inconclusive; . = no result given; [ ] = remark or other dose. Unless noted, calls follow the shape of the dose curve; as a rule, active = well fitted curve in the direction sought with a large enough effect; inconclusive = small, poorly fitted or top-dose-only effect, or another doubt; inactive = no such curve, though single readings can be large; an effect the other way counts as inactive or inconclusive.

mol | ELG1 repair inh | USP2a block | Tb PFK inh | uPA generation | TSHR antag | TSG101-PTAP inh | Chronic BCR inh | B2AR arrestin | Mito fusion act | Eya2 phos inh | TCR act
CC1CCCC(C)N1C(=S)NCc1ccco1 (configuration not stated) | -15% | -5% | -5% | -3% | 15 | -2% | 0% | -0.3% | -8% | -24% | 6%
COCCn1c(SCC(=O)NCc2cccs2)nnc1-c1ccc(OC)cc1 | -1% | 3% | -4% | 6% | 0 | -3% | 1% | 0.1% | 1% | -18% | 1%
O=S(=O)(c1cc(Cl)ccc1Cl)n1cccn1 | 14% | 1% | -1% | -5% | 9 | -1% | -9% | -0.5% | 0% | -6% | 3%
CCN(CC)S(=O)(=O)c1ccc(-c2nnc(SCC(=O)Nc3cc(OC)cc(OC)c3)o2)cc1 | -4% | 4% | -2% | 0% | -8 | -7% | ? | -0.9% | -3% | -10% | 5%
CC(=O)Nc1cccc(NC(=O)c2cc(-c3ccccn3)nc3ccc(Cl)cc23)c1 | -2% | 0% | -15% | 2% | -6 | -7% | -1% | 0.2% | 1% | 13% | 7%
O=S1(=O)N=C(Nc2ccc(N3CCOCC3)cc2)c2ccccc21 | 12% | 3% | -3% | -19% | -14 | -14% | 0% | -0.4% | -3% | 2% | 5%[46.1 µM]
O=C(NCCc1ccccc1Cl)c1ccc2nc3ccccc3c(=O)n2c1 | ? | 1% | -16% | 0% | -6 | 1% | 15% | 0.0% | 8% | 0% | -1%
CSCCC1NC2(C(=O)Nc3c2ccc(Cl)c3C)[C@@H]2C(=O)N(C3CCCC3)C(=O)[C@H]12 (some centres not stated) | ? | 0% | -12% | . | 4 | -5% | ? | 0.0% | 5% | 1% | 6%
CC1Cc2cc(S(=O)(=O)CCC(=O)N3CCN(c4ccccc4)CC3)ccc2N1C(=O)C1CC1 (configuration not stated) | -3% | 1% | 0% | -14% | 3 | 0% | 7% | -0.6% | 4% | 8% | 3%
Cc1ccc2c(c1)N(C(=O)CCC(=O)N1CCN(c3ccccn3)CC1)CCO2 | -4% | 1% | -3% | 7% | 14 | -3% | 12% | 0.0% | 1% | 0% | 6%
CCc1ccc(C(=O)OCC(=O)N(CCOC)c2c(N)n(Cc3ccccc3)c(=O)[nH]c2=O)cc1 | 1% | 4% | -1% | -2% | -6 | -1% | 5% | -0.2% | -6% | 4% | -3%
CCOC(=O)C1=CCC2c3c(c4ccccc4n3C)C(=O)C1N2C(=O)OC(C)(C)C (configuration not stated) | 23% | -1% | 2% | -17% | 31 | -2% | 2% | -0.1% | 9% | -24% | -1%
Cc1ccc(OCC(=O)NNC(=O)[C@@H]2CCCC[C@@H]2C(=O)O)c(Br)c1 | 27% | 2% | 0% | -9% | -4 | -7% | 0% | -0.4% | 0% | -2% | 6%
CCc1nccn1CCC(=O)NC1CC(C)(C)Cc2c1cnn2-c1ccc(OC)cc1 (configuration not stated) | 15% | -1% | -2% | -1% | 24 | -10% | -12% | 0.1% | -4% | -4% | 0%
COc1ccc(OC)c(C2C(C#N)=C(N)N(N(C)C)C3=C2C(=O)CC(C)(C)C3)c1 (configuration not stated) | -3% | -1% | -8% | 1% | 0 | -11% | -1% | 0.2% | -17% | -25% | 5%
CC1=CC(=O)N(c2cccc(C(F)(F)F)c2)C1c1ccc(Cl)cc1 (configuration not stated) | -21% | -10% | -3% | . | 35 | 0% | ? | -0.3% | -15% | ? | 0%
COc1ccc(/C=N/NC(=O)c2ccccc2O)cc1Cn1nnc2ccccc21 | -3% | -9% | -8% | -5% | -12 | 0% | ? | -0.1% | 2% | ? | 0%
Cc1nnsc1C(=O)Nc1ccccc1 | 15% | 0% | -12% | 0% | 7 | 0% | 9% | -2.1% | -1% | 6% | -5%[46.1 µM]
Cc1cc(C)cc(N2C(=O)CC(N(C(=O)c3ccco3)c3cc(C)cc(C)c3)C2=O)c1 (configuration not stated) | -10% | 5% | 2% | . | 4 | -6% | ? | -0.3% | -1% | -14% | -1%
Cc1occc1C(=O)N1CCCc2ccccc21 | -4% | 0% | -12% | -2% | -8 | -1% | 0% | 0.0% | 2% | -5% | 6%
CCCc1cc(C(=O)NNC(=S)NC2CCCCC2)cs1 | 16% | 2% | 0% | 3% | -2 | -9% | ? | 0.4% | -15% | -1% | -1%
COc1ccc(C(=O)Nc2ccc(CN3CCOCC3)cc2)cc1 | ? | 0% | 1% | -5% | -4 | -3% | ? | -0.2% | -1% | 13% | -1%
Cc1ccccc1C(=O)Nc1nnc(S(=O)(=O)N2CCCCC2)s1 | 9% | 0% | -5% | 6% | -11 | -1% | 1% | -0.1% | -1% | -13% | -10%
COc1ccc(-n2nc(C(=O)NCC(=O)NCCCN3CCOCC3)c3ccccc3c2=O)c(OC)c1 | 6% | -2% | -1% | -3% | 17 | -1% | ? | 0.0% | 0% | -1% | 2%
CC(C)(C)c1ccc(S(=O)(=O)N2CCC(O)(c3ccc(Cl)cc3)CC2)cc1 | ? | -2% | -7% | -29% | -24 | -4% | ? | 0.2% | 11% | -8% | 1%
Cc1ccc(C(=O)N/N=C/c2ccoc2)cc1C | ? | -2% | -39% | -3% | 27 | 1% | ? | 0.3% | 7% | 3% | -4%
CCOC(=O)c1cnn(-c2nc3sc4c(c3c(=O)[nH]2)CCCC4)c1N | -8% | ? | -1% | . | 11 | . | ? | -1.9% | -9% | 0% | .
Cc1cc(NCCN(C)C)n2nc(-c3cccs3)cc2n1 | 2% | 3% | -4% | -11% | 5 | -2% | -6% | -0.2% | 0% | -12% | -21%
CCC/S(C)=N/S(=O)(=O)c1ccc(C)cc1 (configuration not stated) | -3% | 0% | -1% | 1% | 6 | -1% | 0% | -0.7% | -7% | 3% | 3%[46.1 µM]
O=C(N/N=C/c1ccc([N+](=O)[O-])cc1)c1cc(C2CC2)[nH]n1 | 7% | 2% | 7% | -4% | -17 | -4% | ? | -0.1% | 0% | -11% | -6%
CC(C)C(c1nnnn1C1CCCC1)N1CCOCC1 (configuration not stated) | 0% | 0% | -4% | -2% | -3 | -6% | 3% | -0.6% | -3% | 8% | -4%[46.1 µM]
Cc1ccc(-n2cnc3scc(-c4cccs4)c3c2=O)cc1 | ? | -1% | -2% | 2% | -5 | -3% | -7% | 0.5% | ? | 4% | -5%[46.1 µM]
Cn1nccc1NC(=O)Nc1ccc(OC(F)(F)F)cc1 | ? | 0% | 0% | -3% | -5 | -1% | -12% | -0.6% | -1% | -3% | -5%
O=C(NCC(c1ccco1)N1CCCCC1)c1ccc2c(c1)S(=O)(=O)c1ccccc1C2=O (configuration not stated) | -2% | 0% | 4% | ? | -9 | -4% | 1% | 0.1% | 0% | 24% | 2%
Cc1ccc(NC(=S)N2CCN(S(=O)(=O)c3ccccc3)CC2)cc1C | -12% | -2% | -8% | -2% | 1 | -2% | -1% | -0.2% | -9% | -4% | 12%
O=c1oc(/C=C/c2ccccc2)nc2sc3c(c12)CCC3 | ? | 1% | 4% | 7% | 2 | ? | ? | 0.0% | -1% | 14% | 2%

Screening data from PubChem.
